TcdB inh: TcdB glycohydrolase inhibitors, primary screen, biochemical, single point, plate reader. Toxin B (Clostridioides difficile), P18177. inhibition, % at 9.99 µM. TcdB glycohydrolase enzymatic assay. 350,000 tested, 0.24% active; in the data active means inhibition above about 10%
Yp Topo-I inh: Yersinia pestis topoisomerase I inhibitors, primary screen, biochemical, cleavage product accumulation, plate reader, single point; 360,000 tested, 0.064% active; AID 504884, 2011; Y. pestis Topo-I cleavage product accumulation; activity, % at 10 µM; in the data active means activity above about 50%, passing the limit was not always enough; inconclusive means no clear call, values can overlap the other calls; further: inactives centre near 2
MazF activator: activators of E. coli MazEF toxin-antitoxin RNase, primary screen, biochemical, fluorescence, uHTS; FAM/BHQ RNA-DNA oligo cleavage fluorescence, 5 h; 350,000 tested, 0.32% active; Endoribonuclease toxin MazF (Escherichia coli (strain K12)), P0AE70; activation, % at 20 µM; in the data active means activation above about 50%
Target sequence (P0AE70 whole entry, looked up): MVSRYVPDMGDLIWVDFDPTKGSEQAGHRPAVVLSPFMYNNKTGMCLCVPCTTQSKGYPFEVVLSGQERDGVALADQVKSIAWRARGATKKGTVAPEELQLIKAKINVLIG
3CLpro inhibitor: SARS-CoV 3CLpro protease inhibitors, primary screen, biochemical, quenched FRET; 290,000 tested, 0.14% active; recombinant SARS-CoV 3CLpro, quenched FRET peptide cleavage; inhibition, % at 6 µM; Replicase polyprotein 1ab (Severe acute respiratory syndrome coronavirus), P0C6X7; in the data active means inhibition above about 12%
BH1578 lux ind: inducers of Vibrio cholerae quorum light production without autoinducers, primary screen, BH1578 luxS cqsA deficient, single point. V. cholerae BH1578 lux reporter, luminescence, 6 h. activation, % at 18.7 µM. 350,000 tested, 0.16% active; in the data active means activation mostly above about 9.7%, no sharp cut-off; inconclusive means no clear call, values can overlap the other calls; inactive means mostly below about 3.7%; further: not every result past the cut was called active; inactives centre near 0; reference of the scale not given here
PrPC TRFRET: inhibitors of human cell surface prion protein PrPC, primary screen, cell-based, TR-FRET | Major prion protein (Homo sapiens), P04156 | TR-FRET read-out | inhibition, % at 13.8 µM | 370,000 tested, 0.43% active | AID 720596, 2013; in the data active means inhibition above about 24%; further: 0% = median of the test wells and 100% = reference compound wells
DUSP3 inh: VHR1 phosphatase inhibitors, primary screen, biochemical, absorbance, uHTS. Dual specificity protein phosphatase 3 (Homo sapiens), P51452. recombinant VHR phosphatase, pNPP absorbance. inhibition, % at 13.3 µM. 290,000 tested, 0.52% active; in the data active means inhibition above about 50%; further: some compounds called inactive have numbers as strong as hits
Target sequence (P51452 whole entry, looked up): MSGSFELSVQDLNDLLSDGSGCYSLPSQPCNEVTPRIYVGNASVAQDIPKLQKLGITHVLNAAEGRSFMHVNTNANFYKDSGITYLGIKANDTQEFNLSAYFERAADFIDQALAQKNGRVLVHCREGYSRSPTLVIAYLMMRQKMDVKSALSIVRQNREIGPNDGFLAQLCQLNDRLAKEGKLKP
CCHFV vOTU inh: CCHFV vOTU protease inhibitors, primary screen, biochemical, Pep-AMC substrate, fluorescence. Crimean-Congo hemorrhagic fever virus L polyprotein viral ovarian tumor (vOTU) protease …. inhibition, % at 11.5 µM. 370,000 tested, 0.55% active. AID 651958, 2012; in the data active means inhibition above about 30%; further: 0% = vehicle wells with enzyme and 100% = no enzyme wells
PriA SSB inh: inhibitors of Klebsiella pneumoniae PriA binding to SSB C-terminal tail, primary screen, biochemical, AlphaScreen; PriA–SSB C-terminal tail interaction (Klebsiella pneumoniae); AlphaScreen SSBct-PriA binding, biotinylated peptide; inhibition, % at 33 µM; 430,000 tested, 0.6% active; AID 1272365, 2023; in the data active means inhibition mostly above about 37%, no sharp cut-off; inactive means mostly below about 20%;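 further: plate controls were negative control peptide for no effect and reference peptide for full effect; strong numbers were not always called active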
Rv3671c inh: Rv3671c serine protease inhibitors, primary screen, biochemical, fluorescence polarization, M. tuberculosis H37Rv. inhibition, % at 5.96 µM. 320,000 tested, 0.048% active. P9WHR9. AID 2606, 2010; in the data active means inhibition above about 38%;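 further: extracellular domain of Rv3671c used as enzyme; 0% = enzyme with DMSO and 100% = no enzyme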
Target sequence (P9WHR9 whole entry, looked up, the tested form may be a part): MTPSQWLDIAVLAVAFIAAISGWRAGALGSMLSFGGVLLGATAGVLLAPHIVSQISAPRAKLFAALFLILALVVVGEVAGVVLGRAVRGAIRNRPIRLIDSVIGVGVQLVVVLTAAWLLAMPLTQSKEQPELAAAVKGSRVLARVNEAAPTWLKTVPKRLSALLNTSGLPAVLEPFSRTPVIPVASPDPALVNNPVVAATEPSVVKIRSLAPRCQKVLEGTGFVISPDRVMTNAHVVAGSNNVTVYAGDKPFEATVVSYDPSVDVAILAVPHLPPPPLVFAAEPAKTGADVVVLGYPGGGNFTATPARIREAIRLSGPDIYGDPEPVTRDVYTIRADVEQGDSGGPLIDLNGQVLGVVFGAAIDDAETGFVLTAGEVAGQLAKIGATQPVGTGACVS
The depositor's hits bear a star; i = inactive; ? = inconclusive; . = not tested or not shown; & = joins results of further samples. This is a subset; the hit share may differ from the screen's.

No. | SMILES | TcdB inh | Yp Topo-I inh | MazF activator | 3CLpro inhibitor | BH1578 lux ind | PrPC TRFRET | DUSP3 inh | CCHFV vOTU inh | PriA SSB inh | Rv3671c inh
1 | CC(C)(C)n1nnnc1C(c1ccc2ncccc2c1)N1CCC(O)CC1 (stereo unspecified) | . | -7 | -15 | 4 | 2.1 | 8 | 4 | 2 | -1 | 12
2 | COc1ccc(/C=C2\SC(N3CCc4ccccc4C3)=NC2=O)cc1OC | 5.3 | 18 | 4 | 8 | -0.2 | -12 | -2 | 18 | 5 | -6
3 | Cc1ccccc1N1CCN(C2CCCN(C(=O)Cc3c(C)noc3C)C2)CC1 (stereo unspecified) | 0.3 | 11 | 0 | -2 | -1.0 | 2 | 5 | -1 | -19 | 0
4 | Cc1noc(C)c1COc1ccc(C(=O)N(C)CCOc2ccccc2)cc1 | 0.4 | 16 | 2 | . | -0.3 | 0 | . | -14 | 4 | 3
5 | COC(=O)C1SCCN1S(=O)(=O)c1ccc(Cl)cc1 (stereo unspecified) | 1.1 | 8 | -2 | . | 0.2 | 10 | . | 7 | -13 | 0
6 | CCn1c(CSc2nnc3ccccn23)nc2cc(C(=O)O)ccc21 | . | 25 | -72 | 2 | -0.6 | -5 | 23 | 4 | 1 | 27
7 | Nc1cc(C(F)(F)F)cc2c1SCC(=O)N2 | . | -1 | -3 | -1 | i | 9 | -7 | -5 | -1 | -4
8 | CC1(C(=O)NS(=O)(=O)c2cccc(C#N)c2)CCN1C(=O)c1ccccc1 (stereo unspecified) | 0.6 | 10 | . | . | -0.1 | -6 | . | 4 | . | .
9 | O=c1ccc(-c2ccccc2)no1 | -0.5 | -3 | 7 | 3 | -0.1 | -1 | -7 | -6 | -9 | 0
10 | O=C(C1CC(=O)N(c2ccc(F)cc2)C1)N1CCC(c2nc3ccccc3[nH]2)CC1 (stereo unspecified) | 0.8 | 1 | -4 | . | 3.8 | -8 | . | 11 | -9 | 5
11 | COc1ccc(/C=C/CN2CCCC(CCC(=O)NCc3ccc(F)c(F)c3)C2)cc1 (stereo unspecified) | -1.0 | 44 | -5 | 2 | -0.4 | -9 | 16 | 8 | 3 | 3
12 | COC(=O)Nc1ccc(S(=O)(=O)N2CCCC(C(=O)Nc3cccnc3)C2)cc1 (stereo unspecified) | . | 6 | 1 | 0 | . | -5 | 25 | -6 | -3&-1 | 2
13 | CC(Sc1nnc(CNc2cccc3ccccc23)n1-c1ccccc1)C(=O)N/N=C/c1ccco1 (stereo unspecified) | . | 3 | 3 | 2 | 1.7 | 1 | 13 | 9 | . | 4
14 | O=C(NC(=S)Nc1cccc2[nH]ncc12)c1ccccc1 | 1.1 | 0 | -3 | 0 | -1.4 | 7 | 30 | 0 | -2 | -6
15 | COc1cccc(/C=C/C(=O)OCC(=O)c2ccc(C)c(C)c2)c1OC | -0.8 | ? | -26 | . | i | 3 | . | 9 | -38 | -14
16 | Cc1nc2n(n1)C(c1ccccc1)C1=C(CC(c3ccco3)CC1=O)N2 (stereo unspecified) | . | 5 | 5 | -2 | -0.3 | -1 | 17 | -9 | -1 | -3
17 | NC(=O)CSc1oc(-c2ccco2)nc1S(=O)(=O)c1ccc(F)cc1 | . | -10 | 1 | -6 | i | . | 16 | . | 7 | 9
18 | Clc1ccc(-c2cnn3c(-c4ccncc4)ccnc23)cc1 | -0.1 | -4 | 2 | 5 | -5.6 | 4 | 22 | 4 | -4 | -8
19 | N=C(c1cccc([N+](=O)[O-])c1)N1CCCCCC1 | . | 5 | 5 | 1 | -0.3 | -1 | 5 | -10 | 4 | 4
20 | CC1(c2nnc(Cc3ccccc3)o2)CC(c2ccc(F)cc2)=NO1 (stereo unspecified) | 0.1 | 0 | 5 | . | i | 3 | . | 1 | 0 | 4
21 | CCCOC(=O)CC1C(=O)NCCN1Cc1ccccc1C (stereo unspecified) | -0.5 | -7 | 1 | 1 | -0.3 | 6 | . | 7 | -10 | -2
22 | COc1ccc(C)cc1NC(=O)c1cnc2sccn2c1=O | 0.2 | . | . | . | . | -6 | 13 | 1 | -19 | .
23 | CN(C)c1nc(Oc2ccc(=O)n(-c3ccccc3)n2)nc(N2CCOCC2)n1 | . | 2 | -10 | -5 | i | -8 | -6 | -2 | -8 | 4
24 | CCN(CC(=O)Nc1c(F)cccc1F)C(=O)c1ccc(S(=O)(=O)N2CCCCCC2)cc1 | 1.0 | 13 | 0 | . | -0.4 | 7 | . | -6 | -5 | .
25 | [O-][n+]1ccccc1SC/C=C/c1ccccc1 | 1.0 | -4 | 2 | -5 | i | 0 | 11 | 7 | -10 | 0
26 | CC1CCN(CCCNC(=O)c2ccc3c(=O)n(Cc4ccc(Cl)cc4)c(=S)[nH]c3c2)CC1 | 1.9 | -19 | -26 | 3 | 2.1 | -29 | 2 | 9 | 5 | -34
27 | CC(Oc1ccc(F)cc1)C(=O)Nc1cc(S(=O)(=O)N2CCOCC2)ccc1N1CCCCC1 (stereo unspecified) | -0.7 | ? | 0 | . | i | 3 | . | 6 | -5 | -5
28 | CC1(c2cnc(Nc3ccccc3)s2)CCC(=O)O1 (stereo unspecified) | . | 0 | -3 | 0 | -0.5 | 9 | 7 | 14 | -3 | 0
29 | Cc1ccc(N2CCN(/N=C/C(Cl)=C/c3ccccc3)CC2)cc1 | 0.1 | -3 | 5 | 2 | -0.3 | 3 | -10 | -11 | . | 7
30 | O=C(CNC(=O)C1CC(=O)N(c2cccc3ccccc23)C1)Nc1ccccc1Br (stereo unspecified) | 0.5 | 4 | -3 | . | i | -8 | . | 4 | 9 | -2
31 | O=c1oc2ccccc2c(Nc2ccc(F)cc2)c1[N+](=O)[O-] | -0.3 | 1 | 6 | 1 | -0.7 | 10 | 15 | 14 | 1 | 0
32 | COc1cc(NC(=O)c2cc(C)no2)c(OC)cc1Cl | -1.4 | -4 | 14 | 4 | i | -4 | -3 | -9 | -12 | 2
33 | Cc1ccc(C)c(Oc2nnnn2-c2ccccc2)c1 | . | 3 | 9 | 1 | i | 5 | 10 | -9 | -29 | 0
34 | CC(C)CNc1ncnc2c1ncn2[C@H]1CN(CCc2ccccc2)C[C@@H](CO)O1 | 0.2 | 9 | . | . | 4.5 | -8 | . | -1 | . | .
35 | Clc1cccc(Cl)c1-c1noc(CN2CCOCC2)n1 | 0.6 | 3 | 7 | -4 | i | -4 | 25 | -7 | -4 | 5
36 | CCCS(=O)(=O)n1nc(-c2ccc(Br)cc2)cc1N | 0.2 | 8 | -2 | 1 | 0.0 | 10 | 25 | 2 | -13 | 6
37 | Cc1ccc(SCCNS(=O)(=O)c2ccc(F)cc2)cc1 | . | 13 | 0 | 0 | i | 0 | -12 | -3 | -8 | -10
38 | N/C(=N\OS(=O)(=O)c1ccc(Cl)cc1)c1cccnc1 | . | 4 | 4 | 0 | -0.3 | 10 | -7 | -9 | . | 3
39 | Cc1ccc(-n2cc(CNC(C)Cn3cncn3)c(-c3ccc(F)cc3)n2)cc1 (stereo unspecified) | 1.9 | -1 | -1 | -1 | i | -8 | 22 | -16 | 0 | 10
40 | COc1c(C)cc(C(O)c2ncc(-c3ccccc3C(F)(F)F)[nH]2)cc1C (stereo unspecified) | -1.2 | 5 | . | . | -0.9 | -2 | . | 8 | . | .
41 | CCCC(=O)Nc1nc(-c2ccccc2)c(CC)s1 | 1.0 | 9 | 14 | 5 | -0.8 | 8 | 36 | 5 | 6 | 3
42 | Cc1ccc(CN2CC(C(=O)N(CC(C)C)c3c(N)n(Cc4ccccc4)c(=O)[nH]c3=O)CC2=O)cc1 (stereo unspecified) | 1.3 | 2 | 1 | . | -1.1 | -5 | . | 0 | -9 | .
43 | Cc1ccc2cc(-c3noc(C(C)(C)C)n3)c(=O)[nH]c2c1 | . | 12 | -3 | -4 | i | 0 | 12 | -3 | 4 | 2
44 | CC1=C(C(=O)OC(C)(C)C)C(c2ccc(Br)cc2)NC(=O)N1CCCC(=O)O (stereo unspecified) | 0.6 | . | 2 | 1 | . | -3 | 20 | -2 | -6 | 0
45 | CN(C)c1ccc(/C=C2\Oc3ccc(C#Cc4cccc(N)c4)cc3C2=O)cc1 | . | -9 | -92 | . | i | . | . | . | -16 | -60

Exported screen by screen: entries from further up.
37. Cc1ccc(SCCNS(=O)(=O)c2ccc(F)cc2)cc1
38. N/C(=N\OS(=O)(=O)c1ccc(Cl)cc1)c1cccnc1
39. Cc1ccc(-n2cc(CNC(C)Cn3cncn3)c(-c3ccc(F)cc3)n2)cc1 (stereo unspecified)
40. COc1c(C)cc(C(O)c2ncc(-c3ccccc3C(F)(F)F)[nH]2)cc1C (stereo unspecified)
41. CCCC(=O)Nc1nc(-c2ccccc2)c(CC)s1
42. Cc1ccc(CN2CC(C(=O)N(CC(C)C)c3c(N)n(Cc4ccccc4)c(=O)[nH]c3=O)CC2=O)cc1 (stereo unspecified)
43. Cc1ccc2cc(-c3noc(C(C)(C)C)n3)c(=O)[nH]c2c1

assay / compound,37,38,39,40,41,42,43
TcdB inh,.,.,1.9,-1.2,1.0,1.3,.
Yp Topo-I inh,13,4,-1,5,9,2,12
MazF activator,0,4,-1,.,14,1,-3
3CLpro inhibitor,0,0,-1,.,5,.,-4
BH1578 lux ind,i,-0.3,i,-0.9,-0.8,-1.1,i
PrPC TRFRET,0,10,-8,-2,8,-5,0
DUSP3 inh,-12,-7,22,.,36,.,12
CCHFV vOTU inh,-3,-9,-16,8,5,0,-3
PriA SSB inh,-8,.,0,.,6,-9,4
Rv3671c inh,-10,3,10,.,3,.,2

Four records picked at random from those above, as already listed:
No. | SMILES | TcdB inh | Yp Topo-I inh | MazF activator | 3CLpro inhibitor | BH1578 lux ind | PrPC TRFRET | DUSP3 inh | CCHFV vOTU inh | PriA SSB inh | Rv3671c inh
44 | CC1=C(C(=O)OC(C)(C)C)C(c2ccc(Br)cc2)NC(=O)N1CCCC(=O)O (stereo unspecified) | 0.6 | . | 2 | 1 | . | -3 | 20 | -2 | -6 | 0
41 | CCCC(=O)Nc1nc(-c2ccccc2)c(CC)s1 | 1.0 | 9 | 14 | 5 | -0.8 | 8 | 36 | 5 | 6 | 3
40 | COc1c(C)cc(C(O)c2ncc(-c3ccccc3C(F)(F)F)[nH]2)cc1C (stereo unspecified) | -1.2 | 5 | . | . | -0.9 | -2 | . | 8 | . | .
38 | N/C(=N\OS(=O)(=O)c1ccc(Cl)cc1)c1cccnc1 | . | 4 | 4 | 0 | -0.3 | 10 | -7 | -9 | . | 3

Assay outcomes deposited in PubChem by several laboratories.
